G9a block – G9a (human) methyltransferase inhibition; G9a H3K9 monomethylation, AlphaScreen, 2 h; actives 8.8% (n = 350,000); Potency, µM (top dose mostly 102 µM), inactives show top-dose activity, negative = inhibition, hits mostly inhibitors; AID 504332; Q96KQ7; further: potency means the concentration at half of the fitted maximal effect; on the % scale 0 is the no-effect control and ±100 the full control effect; nearly all actives have a fitted effect of over 75% in size
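AlphaScreen read-out: biotin-H3K9 peptide (500 nM) methylation by 20 nM enzyme with 20 uM SAM, 2 h at room temperature after 15 min compound preincubation; anti-monomethyl H3K9 antibody plus donor/acceptor beads, 10 min dark.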
PI4K2A inh – PI4K2A (human) kinase inhibition | activity change, negative = inhibition, % at 76.9 µM | actives 0.13% (n = 420,000) | Q9BTU6 | purified PI4K2A, ADP-Glo luminescence, 1 h; stronger effect = lower value; in the data active means activity change below about -50%; inconclusive means mostly about -30% to -49%;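 further: -100% = wells without enzyme as full effect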
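PI4K2A activity was measured by ADP-Glo luminescence: enzyme (4 ug/mL stock) and phosphatidylinositol (1.2 mM stock) in Tris pH 7.5/MgCl2/EGTA/Triton X-100 buffer were reacted with ATP (300 microM stock) for one hour at ambient temperature.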
JMJD2A Tudor inh – inhibitors of human JMJD2A Tudor domain; actives 4.4% (n = 390,000); AlphaScreen JMJD2A-Tudor / H3K4me3 peptide binding; Potency, µM (highest dose often 114 µM), for inactives: at the highest dose activity change, negative = inhibition, hits mostly inhibitors; O75164; further: potency means the concentration at half of the fitted maximal effect; on the % scale 0 is the no-effect control and ±100 the full control effect; nearly all actives have a fitted effect of over 50% in size
Tb PGK inh – inhibitors of T. brucei phosphoglycerate kinase; PGK/GAPDH coupled, Kinase-Glo luminescence, 60 min; P07378; Potency, µM (highest dose often 57.5 µM), inactives show at the highest dose activity change, negative = inhibition, most hits filed as inhibitors; actives 0.043% (n = 380,000); further: potency means the concentration at half of the fitted maximal effect; on the % scale 0 is the no-effect control and ±100 the full control effect; nearly all actives have a fitted effect of over 60% in size
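Luminescent ATP detection (Kinase-Glo Plus) follows a 60-minute room-temperature incubation, with wells lacking PGK as controls. Buffer: 100 mM TEA (pH 7.6), 5 mM MgCl2, 0.01% Tween-20. Coupling enzyme GAPDH (100 nM final) supplies unstable 1,3-BPG in-well.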
Pin1 inh – blocks the human prolyl isomerase Pin1. Potency, µM (doses to about 115 µM), for the others: at the highest dose activity, negative = inhibition, actives largely listed as inhibitors. actives 0.009% (n = 390,000). Pin1 FP peptide displacement, HiFluor488, 10 min. AID 504891; active means well fitted inhibition curve with a large enough effect in the polarisation, with a control signal flat, not every such curve was filed as active; inconclusive means small, poorly fitted or top-dose-only effect, or effect the other way, or a change in a side signal; inactive means no such curve, though single readings can be large or run the other way; the % refers to the polarisation; further: potency means the concentration at half of the fitted maximal effect; on the % scale 0 is the no-effect control and ±100 the full control effect
POLH inh – blocks human DNA polymerase eta activity; Q9Y253; recombinant Pol eta, fluorescent DNA replication assay; Potency, µM (titrated, usually from 114 µM), for inactives: top-dose activity change, negative = inhibition, hits mostly inhibitors; actives 1.2% (n = 390,000); further: potency means the concentration at half of the fitted maximal effect; on the % scale 0 is the no-effect control and ±100 the full control effect
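Pol eta at 10 nM preincubated with compounds 15 min at room temperature; reaction started with fluorescent substrate (50 nM final) and read kinetically at 0 and 10 min.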
HP1b binding inh – inhibitors of HP1-beta chromodomain binding to methylated histone tails. actives 0.56% (n = 390,000). Potency, µM (titrated, usually from 114 µM), inactives show at the highest dose activity change, negative = inhibition, usual class: inhibitors. P83916. AlphaScreen HP1-beta / biotin-H3K9me3 peptide binding; further: potency means the concentration at half of the fitted maximal effect; nearly all actives have a fitted effect of over 70% in size; inactives centre near 23
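HP1-beta protein (50 nM final) preincubated 30 min at room temperature with biotinylated H3(1-18)K9me3 peptide (50 nM) in PBS pH 7.4, 0.01% Tween-20, then compound added for 30 min. AlphaScreen streptavidin donor/nickel chelate acceptor beads (10 ug/mL final), 30 min dark, luminescence read.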
BAZ2B inh – BAZ2B (human) inhibition. actives 4.4% (n = 360,000). AlphaScreen BAZ2B-H3K14Ac peptide displacement. Potency, µM (highest dose often 114 µM), inactives show at the top dose activity change, negative = inhibition, actives largely listed as inhibitors. Q9UIF8; further: potency means the concentration at half of the fitted maximal effect; on the % scale 0 is the no-effect control and ±100 the full control effect; nearly all actives have a fitted effect of over 60% in size
Target sequence (Q9UIF8 whole entry, looked up): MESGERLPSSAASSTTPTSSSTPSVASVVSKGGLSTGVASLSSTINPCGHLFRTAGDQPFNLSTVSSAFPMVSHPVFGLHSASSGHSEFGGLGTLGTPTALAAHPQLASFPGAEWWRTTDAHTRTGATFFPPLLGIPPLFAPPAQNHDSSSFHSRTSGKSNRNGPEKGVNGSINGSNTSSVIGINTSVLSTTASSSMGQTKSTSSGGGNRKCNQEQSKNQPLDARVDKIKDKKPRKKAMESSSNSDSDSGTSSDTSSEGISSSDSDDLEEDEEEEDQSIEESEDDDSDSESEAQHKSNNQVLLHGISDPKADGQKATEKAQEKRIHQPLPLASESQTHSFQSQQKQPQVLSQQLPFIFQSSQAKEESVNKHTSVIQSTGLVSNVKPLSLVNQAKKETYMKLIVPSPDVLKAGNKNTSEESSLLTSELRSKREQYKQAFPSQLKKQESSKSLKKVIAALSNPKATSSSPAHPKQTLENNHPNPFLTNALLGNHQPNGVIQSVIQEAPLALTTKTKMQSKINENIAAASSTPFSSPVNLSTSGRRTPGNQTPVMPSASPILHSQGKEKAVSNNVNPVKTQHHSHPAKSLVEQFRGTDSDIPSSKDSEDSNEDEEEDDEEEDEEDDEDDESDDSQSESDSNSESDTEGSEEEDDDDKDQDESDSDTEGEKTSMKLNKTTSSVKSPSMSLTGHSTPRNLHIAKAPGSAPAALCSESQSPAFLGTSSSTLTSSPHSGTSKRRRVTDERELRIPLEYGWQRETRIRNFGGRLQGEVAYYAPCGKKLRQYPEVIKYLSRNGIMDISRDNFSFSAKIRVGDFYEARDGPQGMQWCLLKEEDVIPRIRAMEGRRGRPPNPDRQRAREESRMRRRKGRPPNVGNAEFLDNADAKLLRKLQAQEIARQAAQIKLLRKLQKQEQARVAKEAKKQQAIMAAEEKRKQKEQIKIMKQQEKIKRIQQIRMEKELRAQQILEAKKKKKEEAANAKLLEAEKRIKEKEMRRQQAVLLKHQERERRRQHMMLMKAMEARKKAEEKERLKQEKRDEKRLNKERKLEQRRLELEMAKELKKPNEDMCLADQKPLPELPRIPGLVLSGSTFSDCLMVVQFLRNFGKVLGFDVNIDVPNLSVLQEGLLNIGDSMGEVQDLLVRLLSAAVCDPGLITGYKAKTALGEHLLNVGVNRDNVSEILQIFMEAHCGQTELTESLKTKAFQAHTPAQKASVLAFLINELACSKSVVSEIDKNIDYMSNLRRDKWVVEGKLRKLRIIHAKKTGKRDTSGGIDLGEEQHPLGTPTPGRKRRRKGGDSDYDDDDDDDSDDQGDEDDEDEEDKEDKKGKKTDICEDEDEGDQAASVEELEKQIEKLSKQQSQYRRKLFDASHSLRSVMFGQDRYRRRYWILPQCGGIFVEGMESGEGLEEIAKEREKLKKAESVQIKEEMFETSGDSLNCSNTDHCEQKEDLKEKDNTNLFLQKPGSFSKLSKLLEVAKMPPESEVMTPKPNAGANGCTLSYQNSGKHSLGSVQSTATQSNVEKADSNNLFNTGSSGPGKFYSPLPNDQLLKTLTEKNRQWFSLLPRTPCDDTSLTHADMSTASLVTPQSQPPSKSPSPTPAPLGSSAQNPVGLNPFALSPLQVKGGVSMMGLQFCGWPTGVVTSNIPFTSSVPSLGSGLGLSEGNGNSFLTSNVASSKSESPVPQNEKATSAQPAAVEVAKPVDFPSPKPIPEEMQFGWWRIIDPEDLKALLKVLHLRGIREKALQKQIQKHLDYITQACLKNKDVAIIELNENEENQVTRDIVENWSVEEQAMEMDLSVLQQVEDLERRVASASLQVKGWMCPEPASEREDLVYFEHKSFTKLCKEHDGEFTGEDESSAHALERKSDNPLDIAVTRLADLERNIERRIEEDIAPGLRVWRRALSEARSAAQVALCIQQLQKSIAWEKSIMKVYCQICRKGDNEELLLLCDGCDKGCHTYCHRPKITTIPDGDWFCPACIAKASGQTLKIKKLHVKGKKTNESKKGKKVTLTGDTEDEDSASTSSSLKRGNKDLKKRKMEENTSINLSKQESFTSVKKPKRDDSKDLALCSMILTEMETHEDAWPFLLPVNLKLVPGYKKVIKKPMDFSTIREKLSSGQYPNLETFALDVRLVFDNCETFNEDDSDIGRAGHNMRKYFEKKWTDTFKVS
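Complex of BAZ2B and biotin-H3K14Ac (50 nM apiece) forms over 30 min at RT, then faces library compounds up to 110 uM for another 30 min; AlphaScreen beads added, 20 min dark incubation, luminescence read.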
GLS inhibitor – blocks human kidney-isoform glutaminase activity. GLS enzymatic activity, qHTS titration. Potency, µM (highest dose often 45.5 µM), without a hit: top-dose activity change, negative = inhibition, actives largely listed as inhibitors. actives 0.21% (n = 410,000). AID 624170; further: potency means the concentration at half of the fitted maximal effect; on the % scale 0 is the no-effect control and ±100 the full control effect
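Read-out is an Amplex red fluorescence increase coupled through glutamate oxidase and HRP, measured before and after 30 min room-temperature incubation. hKGA is in 45 mM KH2PO4 (pH 8.2) with 0.02% Tween-20; glutamine added as 1mM solution.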
Numbers without * were called inactive; i = inactive; ? = inconclusive; nt = not tested or not shown; [ ] = another dose, or the depositor's remark. Unless noted, the call rests on the fitted dose curve; in most records, active means well fitted curve in the direction sought with a large enough effect; inconclusive means small, poorly fitted or top-dose-only effect, or another doubt; inactive means no such curve, though single readings can be large; an effect the other way counts as inactive or inconclusive. An excerpt, so the mix of outcomes need not match the whole.

SMILES	G9a block	PI4K2A inh	JMJD2A Tudor inh	Tb PGK inh	Pin1 inh	POLH inh	HP1b binding inh	BAZ2B inh	GLS inhibitor
CC(=O)/C(C(=N)N1CCN(c2cccc(Cl)c2)CC1)=C(\C)O	-4%[12.7 µM]	1	-18%	-4%	-10%	-5%	29%	-34%	37%[activator]
COc1ccc(C2=CC(=O)C[C@H](c3ccc(F)cc3)C2)c(F)c1F	4%[0.501 µM]	5	15%	-2%	4%	-13%	57%[activator]	2%	-8%
O=C(COc1ccc(Br)cc1)NCc1cn2ccccc2n1	5%[12.7 µM]	0	-18%	-3%	-4%	-7%	-11%	-6%	1%
CN(C)S(=O)(=O)n1cnc2ccccc21	7%[12.7 µM]	11	-9%	-2%	1%	-5%	57%	7%	-6%
COc1ccc(NC(=O)COc2cccc3c2CCNC3=O)cc1	?	-6	-5%	-11%	1%	-12%	0%	9%	7%
Cc1cc(C(=O)N2CCc3c([nH]c4ccccc34)C2c2c(F)cccc2Cl)no1 (stereo not given)	-41%	-4	?	-5%	2%	-5%	-6%	-35%	9%
COC(=O)c1cc(Br)ccc1NC(=O)Nc1ccc(C)cc1	nt	-4	-19%	-5%	5%	-16%	21%	nt	3%
Cc1cccc(OCC(=O)Nc2ccc(C(=O)Nc3ccccc3C(=O)O)cc2)c1	nt	1	nt	0%	nt	-16%	nt	nt	10%
CCc1ccc(OCC(=O)N2CCN(c3ccccc3F)CC2)cc1	-2%	2	15%	-3%	0%	-1%	14%	3%	-10%
CCC1(CC)NC(=O)NC1=O	4%[59 µM]	-2	-9%	3%	1%	-11%	33%	2%	2%
CC(=O)N/C(=C/c1ccccc1)c1ccccc1	14%[2.33 µM]	9	-4%	-3%	1%	-19%	28%	-2%	-2%
Cn1nnnc1SCC(=O)N1CCc2ccccc21	nt	1	-6%	-8%	1%	2%	18%	0%	6%
Cc1nc2cc(NC(=O)Nc3cccc([N+](=O)[O-])c3)ccc2n1C	44%[0.501 µM]	-8	-8%	-11%	-4%	-10%	8%	5%	1%
O=c1[nH]c(Cc2ccccc2)nc2ccccc12	13%	0	7%	1%	0%	-23%	22%	-2%	109%[activator]
O=C(NCc1cc(C(F)(F)F)cc(C(F)(F)F)c1)C1CC(c2ccccc2[N+](=O)[O-])=NO1 (stereo not given)	-10%[59 µM]	4	-27%	0%	-8%	-16%	15%	-23%	2%
COc1cccc(-n2cc(C(=O)Nc3cc(OC)c(OC)c(OC)c3)c3ccccc3c2=O)c1	13%[59 µM]	0	1%	-8%	1%	-21%	56%[activator]	12%	5%
COc1ccc(C(C(=O)NC(C)(C)C)N(CCc2ccccc2)C(=O)CCC(=O)Nc2cc(C)on2)cc1 (stereo not given)	-6%	-11	-25%	2%	?	-9%	2%	-3%	13%
OCC1(Cc2ccc(Cl)cc2)CCN(Cc2ccccc2F)CC1	nt	0	-15%	-7%	0%	-20%	53%[activator]	2%	-1%
COc1ccc(C)cc1NC(=O)c1ccc2c(c1)CCN2S(=O)(=O)c1ccc(Cl)cc1	-3%[59 µM]	-1	-13%	0%	17%	-14%	33%	-14%	0%
CCCCN=C(Nc1ccc(Cl)cc1)c1cccnc1	5%[59 µM]	3	14%	-3%	-9%	0%	40%[activator]	10%	nt
Cc1ccc(Cl)c(N/C=C/C(=O)c2ccccc2)c1	47%	3	30%	0%	-1%	-16%	75%[activator]	10%	1%
O=C(Nc1cccnc1)C1CCN(S(=O)(=O)c2ccc(Cl)cc2)CC1	nt	5	10%	0%	-4%	-11%	43%[activator]	-18%	-4%
O=C(NC1c2ccccc2Oc2ccccc21)c1ccc([N+](=O)[O-])cc1	nt	6	-10%	8%	-1%	-3%	-1%	nt	3%
Cc1c(NC(=O)CSc2nnnn2-c2ccc(O)cc2)c(=O)n(-c2ccccc2)n1C	5%	3	8%	-4%	-1%	7%	21%	-34%	nt
COc1ccc(C(=O)Nc2nc3ccc(S(=O)(=O)N4CCCC4)cc3s2)cc1	?	-11	-24%	-7%	1%	-6%	17%[57 µM]	7%	17%
CN(C)c1ccc(N2C(=O)CC(c3ccccc3)CC2=O)cc1	-2%	4	0%	6%	2%	-26%	11%	-13%	-2%
CC1CCCN(C(=O)CCS(=O)(=O)Cc2ccccc2)C1 (stereo not given)	0%[2.33 µM]	2	-1%	-5%	0%	1%	12%	-2%	1%
COC(=O)Nc1csc2c1NC(=O)CCCC2	11%	2	-12%	-8%	1%	11%	39%[activator]	-25%	6%
Cc1ccc(S(=O)(=O)Nc2ccccc2F)cc1C(=O)NCc1ccco1	-5%[59 µM]	-2	-26%	-4%	-9%	-13%	21%	-3%	0%
O=C(NCCN1CCOCC1)c1ccccc1Cl	3%[59 µM]	1	-4%	7%	-3%	-12%	33%	11%	-2%
O=S(=O)(NCc1ccccc1Br)c1cccs1	-4%[59 µM]	2	-4%	-11%	-6%	-8%	23%	5%	0%
COc1cccc(CNCCSc2nnnn2C)c1OC	11%[59 µM]	1	-15%	i	2%	-4%	68%[activator]	10%	5%
COCCn1c(SCC(=O)Nc2ccc(F)cc2F)nc2c([nH]c3ccccc32)c1=O	-8%[12.7 µM]	-5	-10%	10%	3%	0%	10%	-5%	-3%
O=C(CC1CCCCC1)NCc1ccccc1Cl	5%	0	-1%	i	-14%	-6%	37%	-4%	-14%
CCC(C)[C@H](NC(=O)NCc1cccc(OC)c1)C(=O)OC (stereo not given in full)	-25%	6	13%	4%	-3%	-14%	21%	-18%	4%
COc1ccc(NC(=O)CN2CCN(S(=O)(=O)c3ccc(Br)cc3)CC2)c(OC)c1	29%	3	-8%	-11%	0%	-1%	34%	-13%	-3%
CCCOc1cccc(C(=O)Nc2nnn(CCC)n2)c1	-6%	-11	-19%	-5%	0%	-15%	53%[activator]	-2%	-1%
CCOC(=O)C1CCN(C(=O)c2ccc3c(c2)sc2nc(-c4ccc(OCC)cc4)cn23)CC1	-3%[59 µM]	-1	-3%	7%	1%	-18%	30%	3%	3%
O=C(CN1C(=O)C2CC=CCC2C1=O)Nc1ccc(F)cc1F (stereo not given)	-6%[12.7 µM]	5	-7%	3%	0%	6%	25%	-5%	-1%
Cc1oc(-c2ccc(Cl)cc2)nc1CS(=O)CC(=O)NCCN1CCCC1 (stereo not given)	?	-4	-33%	-4%	-2%	-19%	15%	-6%	13%
COCCNC(=O)Cn1cc(S(=O)(=O)N2CCN(c3ccccc3F)CC2)c2ccccc2c1=O	-20%	0	-6%	i	-7%	-4%	11%	-23%	-2%
CCO[C@@H]1OC(C(=O)NCc2nc3ccccc3[nH]2)=C[C@H](C2CC2)[C@H]1CCCO	-8%[59 µM]	2	-12%	-5%	-8%	-15%	41%[activator]	-2%	-10%
O=C(c1cc(-c2ccc(Cl)c(Cl)c2)on1)N1CCCCCC1	-13%	-4	16%	0%	-6%	-10%	18%	15%	-13%
CCOC(=O)C1=C(CN2CCN(c3ccc(Cl)cc3)CC2)NC(=O)NC1c1ccc(F)cc1 (stereo not given)	-6%[59 µM]	-1	?	9%	13%	-14%	-15%	-4%	9%
O=S(=O)(NCc1ccc2c(c1)OCO2)c1cccc2nsnc12	-32%	0	-15%	-2%	-6%	3%	57%[activator]	-26%	-17%
Clc1cc(Cl)cc(Nc2ncnc(-n3cccc3)n2)c1	nt	0	-7%	-2%	-1%	1%	-20%	-1%	-3%
Cc1cc(C)nc(N(C#N)S(=O)(=O)c2ccccc2)n1	13%[59 µM]	1	-23%	-5%	0%	-10%	17%	-4%	-1%
COc1ccc(/C(O)=C2/C(=O)C(=O)N(CCCC(=O)O)C2c2ccc(OC)c(OC)c2)cc1 (stereo not given)	-2%[0.0925 µM]	-3	-10%	-4%	3%	-10%	8%	4%	8%
CCOC(=O)c1cc(-c2nnc(-c3ccc(Oc4ccccc4)cc3)o2)c(C)nc1C	9%	2	13%	0%	7%	-3%	100%[activator]	-1%	-7%
COc1ccc(-c2nnc(SCC(=O)NCCc3ccccc3)nc2-c2ccc(OC)cc2)cc1	4%[59 µM]	1	-8%	1%	47%[activator]	-30%	54%[activator]	-12%	-6%
CCn1c(CNC(=O)COc2ccc(C(C)C)cc2)nnc1SCC(=O)Nc1cc(F)ccc1C	?	-3	28µM*	nt	9%	-8%	18%	-33%	1%
Cc1ccc(OCC(=O)Oc2ccc(C)c(C)c2)cc1	372%[activator]	1	190%[activator]	-2%	-1%	3%	214%[activator]	172%[activator]	-11%
Cc1ccc(Nc2nc(N)nc(CSc3nnc(-c4ccncc4)o3)n2)cc1	-4%[12.7 µM]	-6	2%	4%	1%	-20%	37%	4%	10%
Cc1cc(C)nc(-n2ncc3c2CC(c2ccccc2C)CC3=O)n1 (stereo not given)	7%[59 µM]	-3	-18%	nt	1%	4%	26%	9%	9%
OCCOCCN1CCN(C(=S)Nc2ccccc2)CC1	?	1	-8%	-4%	5%	-3%	43%[activator]	-2%	-2%
CN(CC(=O)Nc1nc2ccccc2s1)S(=O)(=O)c1ccc(Cl)cc1	-7%	-3	-9%	i	22%	-20%	38%	0%	0%
O=C(Cn1ncc2ccccc21)N1CCN(c2cccc(C(F)(F)F)c2)CC1	12%[59 µM]	-4	-6%	-16%	2%	-16%	-3%	-2%	2%
